H1N1 NS1A inhibition – H1N1 influenza NS1A inhibitors, functional cell based assay (AID 504329) | NS1A functional cell-based assay, percent inhibition; higher % means a stronger effect | inhibition, % at 12.5 µM; hits with a dose series show IC50 in µM | 0.3% of 340,000 active; in the data active = a potency from the dose series; inconclusive = inhibition above about 27% without an active follow-up result; note: strong numbers were not always called active
tuberculosis growth – growth inhibition of non-replicating M. tuberculosis (AID 488890); 0.39% of 320,000 active; inhibition, % at 25 µM, or IC50 in µM where a hit was titrated; Mycobacterium tuberculosis non-replicating, growth inhibition; higher % means a stronger effect; in the data active = a potency from the dose series; inconclusive = inhibition mostly from about 82% at the one dose, without a potency; inactive = the rest, 99 in 100 with inhibition below about 76%;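 note: plate controls were DMSO cells for no effect and high antibiotic wells for full effect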
PhoP GFP inhibition – PhoP regulon inhibitors, Salmonella typhi PhoP promoter GFP reporter, confirmatory (AID 1850); inhibition, % at 50 µM, or IC50 in µM where a hit was titrated; Salmonella Typhi PhoP-promoter GFP reporter, fluorescence, 4 h; higher % means a stronger effect; 0.33% of 310,000 active; in the data active = a potency from the dose series; inconclusive = inhibition mostly from about 25% at the one dose, without a potency; inactive = the rest, 99 in 100 with inhibition below about 19%;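 note: 0% = induced wells with vehicle and 100% = uninduced wells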
inhibitors of VEEV – inhibitors of VEEV TC-83 cytopathic effect, confirmation, Vero cells (AID 588727). Vero cells, VEEV TC-83 cytopathic effect inhibition; higher % means a stronger effect. one-dose inhibition, % at 20 µM; IC50 in µM for titrated hits. 0.13% of 350,000 active; in the data active = a potency from the dose series; inconclusive = inhibition mostly from about 14% at the one dose, without a potency; inactive = the rest, 99 in 100 with inhibition below about 12%; note: strong numbers were not always called active
M. tuberculosis HTS – M. tuberculosis growth inhibition, HTS (AID 449762) | 0.59% of 330,000 active | one-dose inhibition, % at 25 µM; IC50 in µM for titrated hits | M. tuberculosis H37Rv growth inhibition, 7H9 media; higher % means a stronger effect; in the data active = a potency from the dose series; inconclusive = inhibition above about 70% without an active follow-up result;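 note: bacterial growth assessed after seven days of incubation; strong numbers were not always called active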
inhibitors of VEEV 10K pilot screen – recorded beside inhibitors of VEEV, whose call it bears; inhibition, %; measured here: 10K pilot screen inhibition
* = called active by the depositor; i = inactive; ? = inconclusive; / = no result given.

SMILES	H1N1 NS1A inhibition	tuberculosis growth	PhoP GFP inhibition	inhibitors of VEEV	M. tuberculosis HTS	others
O=C(NCCN1CCOCC1)c1ccc(Cl)c(Cl)c1	3%	2%	-3%	i	-5%
O=C(NCCOC(=O)c1ccccc1)c1ccccc1	-4%	46%	/	0.6%	-9%
CC(=O)c1cccc(-n2c(CCC(=O)O)ccc2-c2ccc(C)cc2)c1	0%	15%	11%	2.1%	-4%
COc1ccc(-c2c(C#Cc3ccsc3)c3cc(-c4ccc(OC)c(F)c4)ccc3n2C)cc1	2%	12%	/	0.7%	-5%
COc1ccccc1NC(=O)CSc1nc2nccnc2c(=O)n1Cc1cccs1	-2%	-14%	3%	8.6%	-2%
COc1ccccc1N1CCN(C(=O)CCCn2nc(C)c([N+](=O)[O-])c2C)CC1	-4%	5%	9%	i	3%
S=C(c1ccccc1)N1CCN(c2ccccc2)CC1	2%	/	/	1.3%	/
CC(C)c1nc(SCC(=O)Nc2ccc(C(=O)O)cc2)c2c3c(sc2n1)CCCC3	3%	-8%	5%	i	1%
Cc1cc(OCCN2CC(C)OC(C)C2)ccc1[N+](=O)[O-] (stereo not drawn)	8%	-8%	-15%	i	-11%
Cc1ccc(N/C(CSC(N)=O)=N\S(=O)(=O)c2ccc(C)cc2)cc1	8%	26%	-2%	8.0%	-3%
COc1ccc(S(=O)(=O)N(C)CC(=O)N2CCN(C)CC2)cc1C	2%	-13%	2%	1.4%	-1%
COC(=O)c1ccc(Sc2ccccc2NS(=O)(=O)c2ccc(OC)cc2)nc1	-3%	-1%	1%	6.3%	-7%
CC1(C)CC(C(=O)Nc2ccccc2)C(=O)O1 (stereo not drawn)	-1%	-1%	-3%	i	-21%
Cc1occc1C(=O)Nc1cc(=O)n(C)c(=O)n1C	1%	-12%	-10%	1.1%	-6%
COc1ccc(N(C)C(=O)CC2(CC(=O)O)CCCCC2)cc1	-19%	-16%	7%	0.6%	-3%
COCCNc1oc(-c2ccccc2Cl)nc1S(=O)(=O)c1ccc(C)cc1	4%	5%	/	4.7%	3%
N#Cc1cc2c(nc1SCC(=O)Nc1sc3c(c1C#N)CCC3)CCCCC2	-1%	49%	1%	2.0%	-2%
CC(C)CCC(=O)N1CCC(N2CCC(C(=O)NCc3ccccn3)CC2)CC1	-8%	16%	3%	0.9%	6%
COc1ccc(CNC(=O)Cn2cc([N+](=O)[O-])cn2)cc1	3%	16%	-5%	1.8%	-5%
Clc1nc2ccccc2cc1-c1nnn(-c2ccccc2)n1	4%	-7%	-5%	1.4%	2%	inhibitors of VEEV 10K pilot screen=1.8
c1ccc2c(c1)NC1(CCCCCC1)n1c-2nc2ccccc21	-2%	22%	6%	2.8%	-4%
CCOc1ccc(-c2c(C(=O)N/N=C(\C)c3ccccc3OC)nnn2-c2nonc2N)cc1	-7%	11%	-4%	2.5%	1%
Cc1cc(=O)n2nc(N3CCC(C(=O)NCc4ccccc4)CC3)sc2n1	0%	3%	-3%	0.4%	-8%
CCCNC(=O)c1ccc(N2CCC3(CC2)CC(c2cccc(Br)c2)=NO3)c(NC(=O)c2ccc(Br)cc2)c1	3%	-4%	7%	0.1%	-5%
O=C(O)CCCN1C(=O)/C(=C/c2ccncc2)SC1=S	-10%	/	10%	5.5%	6%
CCOC(=O)CSc1ncnc2c1c(-c1ccccc1)cn2-c1ccc(OC)cc1	9%	75%	-1%	1.4%	?
C[C@]12CCC(OC(=O)CCC(=O)O)CC1=CCC1C2CC[C@]2(C)C(=O)CCC12 (stereo partly drawn)	-3%	-13%	1%	0.6%	-1%
Cc1ccc(Cl)cc1-n1c(=O)cc(N2CCN(C(=O)c3ccco3)CC2)[nH]c1=O	5%	20%	1%	i	-6%
Cc1ccc(Cl)cc1NC(=O)Cn1cc2c(n1)CCCC2	4%	29%	-8%	0.6%	1%
Cc1ccc(N=Cc2c(O)n(C)c(=O)n(C)c2=O)nc1	0%	3%	-9%	0.2%	7%
CCOC(=O)c1ccc(N2CCCCC2)c(NS(=O)(=O)c2ccc(C)cc2)c1	/	3%	1%	4.4%	6%
Cc1cccc(OCC(=O)NCc2ccc(F)cc2)c1	4%	77%	2%	2.4%	10%
Cc1sc2c(c1C)C(=O)NC(c1cccc(O)c1)N2 (stereo not drawn)	/	-6%	5%	/	-3%
CC1CCCN(C(=O)c2ccccc2OC2CCN(S(C)(=O)=O)CC2)C1 (stereo not drawn)	6%	1%	-2%	0.5%	-1%
O=C(CNC(=O)c1ccccc1Cl)Nc1ccncc1	-4%	-22%	/	6.7%	-1%
Cn1cccc1-c1nc2ccc(NC(=O)c3ccccc3)cc2[nH]1	9%	-8%	2%	5.2%	-8%
CCN(c1cccc(C)c1)S(=O)(=O)c1cc2c3c(c1)CCN3C(=O)CC2	-10%	-7%	7%	6.5%	-5%
CC(=O)Nc1ccc(S(=O)(=O)NCc2nnnn2-c2ccc(F)cc2)cc1	-14%	2%	2%	1.9%	-3%
CCN(C(=O)COC(=O)c1cc(C)oc1C)c1c(N)n(Cc2ccccc2)c(=O)[nH]c1=O	-14%	7%	/	2.5%	-5%
Cc1cccc(OCc2nc(C)cc(=O)[nH]2)c1	-15%	/	/	0.3%	/
CC(=O)c1ccc(Oc2nc(-c3cccnc3)nc3ccccc23)cc1	-16%	18%	-15%	9.3%	4%
CC(=O)Cc1nsc(NC(=O)c2ccc(-c3cccc(Cl)c3)o2)n1	9%	10%	-1%	1.7%	-2%
CC(=O)C1=C(O)C(=O)N(c2ccc(O)cc2)C1c1cccc(F)c1 (stereo not drawn)	-6%	9%	0%	i	3%
Cc1ccc(C(=O)Nc2nccc(-c3cccs3)n2)cc1	2%	25%	2%	4.9%	9%
CC1CCN(C(C(=O)Nc2ccc(C(C)C)cc2)c2ccc3c(c2)OCO3)CC1 (stereo not drawn)	1%	/	-6%	i	-4%
O=C(NCc1ccc2c(c1)OCO2)c1nc(S(=O)(=O)Cc2ccccc2)ncc1Cl	0%	?	-19%	?	0%
COCc1cc(C)nc(OCC(=O)N/N=C/c2cccc(OC)c2)c1C#N	5%	-2%	11%	1.9%	1%
COCCN(CC(=O)NC1CCCCC1)C(=O)CCCC(=O)Nc1ccccn1	-6%	-5%	1%	i	-4%
CCOC(=O)N1CCN(Cc2cc(=O)oc3cc4c(cc23)CCC4)CC1	-3%	-3%	-1%	0.6%	-13%
O=C(Cc1cccc(C(F)(F)F)c1)N1CCCC1	11%	78%	-22%	i	-7%
CC(C)(C)c1ccc(C(=O)N/C(=C/c2cccs2)C(=O)NCc2ccco2)cc1	-2%	15%	-5%	4.4%	12%
CCOC(=O)c1c(C)c(C(=O)NCCN2CCOCC2)c(C)n1CC	5%	-1%	-6%	2.1%	6%
CC(C)C(NC(=O)OCc1ccccc1)C(=O)NC1CCCCC1 (stereo not drawn)	0%	7%	2%	i	-4%
CCc1ccc(C2CC(c3ccc(C)cc3)Nc3nc(N)nn32)cc1 (stereo not drawn)	6%	9%	19%	0.2%	0%
Cc1ccc(-c2cc3nc(-c4ccccc4)cc(N)n3n2)cc1	9%	-11%	-1%	2.2%	-9%
N#Cc1c(Nc2ccccc2)[n+]([O-])c2ccc(Cl)cc2[n+]1[O-]	9%	/	/	1.3%	/
O=C(CSC1=NCCS1)Nc1ccc(S(=O)(=O)N2CCCCCC2)cc1	6%	60%	0%	1.3%	4%
CCOc1ccc(S(=O)(=O)N2CCCC(C(=O)NCc3ccco3)C2)cc1 (stereo not drawn)	-4%	-13%	4%	5.2%	-27%
CCc1ccc(N2CCN(C(=O)c3ccc4c(c3)OCO4)CC2)cc1	-6%	24%	-11%	4.2%	9%
COc1ccc(CN(C(C)=O)c2ccccc2C(=O)O)cc1	-15%	-1%	-4%	0.6%	7%

Fetched one by one from above:
SMILES	H1N1 NS1A inhibition	tuberculosis growth	PhoP GFP inhibition	inhibitors of VEEV	M. tuberculosis HTS	others
O=C(NCc1ccc2c(c1)OCO2)c1nc(S(=O)(=O)Cc2ccccc2)ncc1Cl	0%	?	-19%	?	0%
O=C(CSC1=NCCS1)Nc1ccc(S(=O)(=O)N2CCCCCC2)cc1	6%	60%	0%	1.3%	4%

The list continues:
SMILES	H1N1 NS1A inhibition	tuberculosis growth	PhoP GFP inhibition	inhibitors of VEEV	M. tuberculosis HTS	others
COc1ccc(OC)c(-c2cc(C(=O)N3CCN(c4ncccn4)CC3)c3ccccc3n2)c1	-8%	16%	13%	5.7%	1%
O=C(C1CCN(S(=O)(=O)N2CCOCC2)CC1)N1CCN(Cc2ccccc2)CC1	13%	4%	4%	1.1%	-2%
COc1ccc([N+](=O)[O-])c(OC)c1C(=O)NC(=O)Nc1nc(C)cc(C)n1	-15%	-19%	2%	4.4%	-1%
CC(C)CC(c1nnnn1C(C)C)N1CCN(c2ccccc2)CC1 (stereo not drawn)	-17%	8%	-10%	2.4%	-4%
COc1ccc(NC(=O)c2cccc(NC(=O)c3ccco3)c2)c(OC)c1	0%	3%	-8%	1.9%	4%
CCCN1CCC(CCOc2ccccc2)(C(=O)OCC)CC1	-1%	14%	15%	1.6%	-2%
CC(NCc1ccc(S(N)(=O)=O)cc1)C(=O)N1CCc2ccccc21 (stereo not drawn)	7%	3%	10%	i	-3%
COc1ccc(CCNC(=O)COc2ccc(S(=O)(=O)NCC(C)C)cc2Cl)cc1OC	23%	-3%	-9%	0.6%	-7%
Cc1ccc2oc(=O)n(CC(=O)N3CCOCC3)c2c1	-23%	-14%	-11%	1.5%	4%
COC/C=C/C1=CC2=CC(=O)C(C)(OC(=O)c3cnc4ccccc4n3)C(=O)C2=CN1CC1CC1 (stereo not drawn)	-6%	-1%	3%	i	-11%
CCC1CCCCN1C(=O)c1ccc(OC2CCN(Cc3ccccn3)CC2)cc1 (stereo not drawn)	-11%	35%	-9%	1.8%	-3%
COCCn1c(COC)nc2ccccc21	-9%	-14%	-3%	i	-12%
COC(=O)c1ccc(NC(=O)CN2CCN(c3ccc(Cl)cc3)CC2)cc1	10%	15%	-7%	1.3%	6%
CCN(CC)S(=O)(=O)c1cccc(C(=O)Nc2ccc3c(c2)OCO3)c1	6%	20%	-1%	5.1%	-2%
COc1ccc(C(=O)Nc2ccc3cn[nH]c3c2)c(OC)c1	6%	2%	-5%	1.9%	68%
O=C(O)c1[nH]c2ccccc2c1C(c1cc(Cl)cc([N+](=O)[O-])c1O)c1c(C(=O)O)[nH]c2ccccc12	5%	31%	8%	0.6%	-2%
O=[N+]([O-])c1ccc(S(=O)(=O)Nc2nc3ccccc3nc2Nc2ccccc2)cc1	/	-7%	1%	6.0%	5%
CN1CCN(c2ccc(S(=O)(=O)N3CCCCC3)cc2[N+](=O)[O-])CC1	0%	10%	8%	1.0%	-4%
COc1cc(C(=O)Nc2ccc(N(C)C)cc2)c([N+](=O)[O-])cc1OC	-106%	9%	-3%	0.7%	-1%
O=C(N/N=C/c1ccc2c(c1)OCO2)c1ccccn1	-1%	57%	9%	i	?

In the list so far, 6 have an NH in an aromatic ring:
SMILES	H1N1 NS1A inhibition	tuberculosis growth	PhoP GFP inhibition	inhibitors of VEEV	M. tuberculosis HTS	others
Cc1ccc(Cl)cc1-n1c(=O)cc(N2CCN(C(=O)c3ccco3)CC2)[nH]c1=O	5%	20%	1%	i	-6%
Cn1cccc1-c1nc2ccc(NC(=O)c3ccccc3)cc2[nH]1	9%	-8%	2%	5.2%	-8%
CCN(C(=O)COC(=O)c1cc(C)oc1C)c1c(N)n(Cc2ccccc2)c(=O)[nH]c1=O	-14%	7%	/	2.5%	-5%
Cc1cccc(OCc2nc(C)cc(=O)[nH]2)c1	-15%	/	/	0.3%	/
COc1ccc(C(=O)Nc2ccc3cn[nH]c3c2)c(OC)c1	6%	2%	-5%	1.9%	68%
O=C(O)c1[nH]c2ccccc2c1C(c1cc(Cl)cc([N+](=O)[O-])c1O)c1c(C(=O)O)[nH]c2ccccc12	5%	31%	8%	0.6%	-2%

Next structures
SMILES	H1N1 NS1A inhibition	tuberculosis growth	PhoP GFP inhibition	inhibitors of VEEV	M. tuberculosis HTS	others
Cc1cc2nc(-c3ccc(SCC(=O)Nc4ccc(S(=O)(=O)NC5CC5)cc4)nc3)[nH]c2cc1C	-3%	9%	-3%	7.3%	-8%
CN1C(=S)SC(/[N+]([O-])=C/c2cccnc2)C1(C)C (stereo not drawn)	7%	-1%	0%	2.5%	-4%
CNC(=O)C1=NCCCc2cc(OC)c(OC)cc21	-4%	-13%	-8%	1.9%	-9%
O=C(N/N=C/c1cc(Br)c(O)c(Br)c1)c1cccnc1	-2%	20%	19%	0.9%	11%
COc1ccccc1CNC(=O)CN1C(=O)NC(C)(c2ccc(C(C)(C)C)cc2)C1=O (stereo not drawn)	-7%	30%	2%	1.9%	2%
CNC(=O)c1ccccc1F	10%	2%	5%	2.3%	1%	inhibitors of VEEV 10K pilot screen=0.0

Screening results (PubChem BioAssay)
